Hsp70 displacement – Hsp70 inhibitors, probe displacement, primary screen, biochemical, fluorescence polarization (AID 583); Heat shock 70 kDa protein 1A (Homo sapiens); Hsp70 fluorescence polarization probe displacement, mP; higher % means a stronger effect; displacement, % at 20 µM, or IC50 in µM where a hit was titrated; 140,000 tested, 0.06% active; in the data active = displacement above about 50%;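 also: plate controls were vehicle for no effect and reference ligand for full effect; a part of the inactive calls stands beside numbers as strong as those of hits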
MKP-3 inhibition – MKP-3 phosphatase inhibitors, primary screen, biochemical, rat enzyme, in vitro (AID 425); Dual specificity protein phosphatase 6 (Rattus norvegicus); recombinant MKP-3 phosphatase activity, fluorescence; higher % means a stronger effect; one-dose inhibition, % at 20 µM; IC50 in µM for titrated hits; 110,000 tested, 0.17% active; in the data active = inhibition above about 50%;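 also: plate controls were vehicle for no effect and reference inhibitor for full effect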
* marks the source's active call; other numbers are inactive results; / = no result given; & = joins results of further samples. Some of the compounds tested, so the mix of outcomes need not match the whole.

Hsp70 displacement	MKP-3 inhibition	compound
0.4%	1%	Cc1cc(NS(=O)(=O)c2ccc(NC(=O)Nc3ccc4c(c3)OCO4)cc2)no1
-23%	12%	COc1ccc(/C=C(/C#N)c2nc(-c3ccc(C)cc3)cs2)o1
0.4%	/	CC(C)C(=O)N(c1cc2sc(=O)oc2c2ccccc12)S(=O)(=O)c1cccs1
2.1%	1%	Cc1ccc(/C=C2/SC(=O)N(CNc3cccc(C)c3)C2=O)cc1
1.5%	-3%	CCN(CC(N)=O)S(=O)(=O)c1ccc(Br)cc1
0.9%	2%	O=C1c2ccccc2C2(c3ccc(Cl)cc3)N1CCN2C(=S)Nc1ccccc1 (stereo not given)
-2.2%	1%	O=C(Nc1ccccc1)Nc1nnc(COc2ccccc2)s1
3.2%	3%	Cc1cccc(-n2ncc3c(NCCCn4ccnc4)ncnc32)c1
-1.2%	-7%	CCOC(=O)C1=C(c2ccccc2)NC(SCC(=O)Nc2ccc(C)cc2)=C(C#N)C1c1ccco1 (stereo not given)
0.8%	-7%	COc1ccc(NC(=O)c2cc(Cl)ccc2NC(=O)c2ccco2)c(OC)c1
0.4%	/	CC1CCCCC1NC(=O)C(Cc1ccccc1)NS(=O)(=O)c1cccs1 (stereo not given)
0.2%	2%	Cc1ccc(OCC(=O)Nc2ccccc2Cl)cc1C
6.7%	-2%	CCS(=O)(=O)n1nc(-c2ccccc2)nc1N
-1.4%	-1%	O=C(COC(=O)c1ccccc1NC(=O)c1ccco1)NCCC1=CCCCC1
-2.6%	8%	O=C1CSC(c2cn(-c3ccccc3)nc2-c2ccc(Cl)cc2)N1Cc1ccco1 (stereo not given)
-1.1%	-4%	NC(=O)CSc1nc2ccccc2n1Cc1ccccc1F
-1.9%	-8%	COc1cc(OC)c(CN2CCN(c3ccc(F)cc3)CC2)cc1Br
-4.0%	1%	NC(=O)c1c(N)sc(=S)n1-c1ccccc1
1.2%	8%	O=C(Nc1ccc2c(c1)OCO2)C1CCCN(S(=O)(=O)Cc2ccccc2)C1 (stereo not given)
-6.8%	-6%	NS(=O)(=O)c1ccc(NS(=O)(=O)c2ccc(F)cc2)cc1
-1.7%	-4%	CC(=O)N1CCN(c2ccc(NC(=O)c3ccc(Cl)cc3)cc2)CC1
4.1%	-3%	CSc1nc(-c2ccccc2)nc2[nH]c(-c3ccccc3)cc(=O)c12
-3.3%	1%	CCCCC(C(C)=O)C(=O)Nc1ccc(C)cc1 (stereo not given)
0.8%&-0.6%	-5%&3%	O=C(COc1ccc2ccccc2c1)N1CCCC1
8.2%	/	Cc1ccc(C(=O)Oc2cc(-c3ccccc3)no2)cc1
4.1%	/	CCOC(=O)C1=C(C)OC(N)=C(C#N)C1c1ccc(C)o1 (stereo not given)
4.5%	-2%	Cc1ccc(S(=O)(=O)NC(=O)Nc2ccc(C)c(Cl)c2)cc1
5.5%	1%	Cc1cc2ccccc2n1CCNC(=O)C1CCCC1
-0.8%&1.5%	-16%&-2%	COc1ccc(OCC(=O)Nc2ccc(NC(=O)c3ccco3)cc2)cc1
1.1%	/	O=C(c1cccc(F)c1)N1CCC(N2CCCCCC2)CC1

Some of the entries so far, with values under each structure:
Values run as follows: Hsp70 displacement, MKP-3 inhibition
NS(=O)(=O)c1ccc(NS(=O)(=O)c2ccc(F)cc2)cc1
  -6.8%, -6%
CC(=O)N1CCN(c2ccc(NC(=O)c3ccc(Cl)cc3)cc2)CC1
  -1.7%, -4%
CSc1nc(-c2ccccc2)nc2[nH]c(-c3ccccc3)cc(=O)c12
  4.1%, -3%

3 entries picked at random from those above:
Hsp70 displacement	MKP-3 inhibition	compound
0.4%	/	CC1CCCCC1NC(=O)C(Cc1ccccc1)NS(=O)(=O)c1cccs1 (stereo not given)
1.2%	8%	O=C(Nc1ccc2c(c1)OCO2)C1CCCN(S(=O)(=O)Cc2ccccc2)C1 (stereo not given)
4.5%	-2%	Cc1ccc(S(=O)(=O)NC(=O)Nc2ccc(C)c(Cl)c2)cc1

The list goes on.
Hsp70 displacement	MKP-3 inhibition	compound
7.7%	5%	CC1CCCC(C)N1S(=O)(=O)c1ccc(NC(=O)CNCC2CCCO2)cc1 (stereo not given)
-16%	-5%	O=C(NCc1ccccc1)c1cc(S(=O)(=O)N2CCOCC2)ccc1F
4.1%	/	O=C1c2cccc3cccc(c23)C(=O)N1c1ccncc1
-0.2%	-1%	Cc1cccc(/C=N/NC(=O)Cc2nnc(N)s2)c1
-0.6%	0%	Cc1ncoc1C(=O)Nc1ccccc1-c1ccccc1
6.4%	-2%	Cc1ccc(S(=O)(=O)c2ccc(Cl)cc2)cc1S(=O)(=O)N1CCOCC1
2.9%	0%	CCOC(=O)c1ccc(Nc2cc(-c3ccccc3)ncn2)cc1
5.1%	-14%	O=C(Nc1ccc2c(c1)OCO2)c1cccc2c1C(=O)N(Cc1cccnc1)C2
-2.3%	/	O=C(Nc1ccccc1)c1ccncc1
2.5%	/	CCCCCCNC(=O)CC(c1ccccc1)c1cc(Br)ccc1O (stereo not given)
3.7%	-3%	O=C(CCCCCn1c(=O)[nH]c2ccccc2c1=O)N1CCN(Cc2ccc3c(c2)OCO3)CC1
-1.0%	-1%	O=C(O)c1ccccc1S
5.5%	-4%	COc1ccccc1C(=O)Nn1c(C2CCC2)nc2ccccc2c1=O
2.2%	-2%	CCC1Oc2ccccc2N(CC(=O)NCCCN2CCC(C)CC2)C1=O (stereo not given)
5.7%	/	CCc1ccc(OCc2nnc(SCC(=O)N3CCN(c4ccccc4)CC3)o2)cc1

Complete entries, quoted from the list. Screens in order: Hsp70 displacement | MKP-3 inhibition
Listed for `O=C(Nc1ccc2c(c1)OCO2)c1cccc2c1C(=O)N(Cc1cccnc1)C2` → 5.1% | -14%
Listed for `CCc1ccc(OCc2nnc(SCC(=O)N3CCN(c4ccccc4)CC3)o2)cc1` → 5.7% | /
Listed for `O=C(CCCCCn1c(=O)[nH]c2ccccc2c1=O)N1CCN(Cc2ccc3c(c2)OCO3)CC1` → 3.7% | -3%
Listed for `CCCCCCNC(=O)CC(c1ccccc1)c1cc(Br)ccc1O` (stereo not given) → 2.5% | /
Listed for `CCOC(=O)c1ccc(Nc2cc(-c3ccccc3)ncn2)cc1` → 2.9% | 0%

Additional structures.
Hsp70 displacement	MKP-3 inhibition	compound
-1.7%	/	COC(=O)c1sccc1NC(=O)c1ccc(OC)c(OC)c1
-3.2%	/	COC(=O)c1ccc2c(c1)C(C)(C)C(/C=C/c1ccc(OC)c(OC)c1OC)=[N+]2C
4.6%	-14%	Cc1ccc(-n2ncc3c2ncn2c(C)nnc32)cc1C
5.1%	-2%	CC1=C(C(=O)N(C)Cc2ccccc2)C2(CCC(C)CC2)OC1=O (stereo not given)
0.4%	-7%	CC(=O)Nc1ccc(S(=O)(=O)N2CCN(C(=O)Cc3ccccc3)CC2)cc1
1.9%	/	COc1ccc(-c2nc(-c3cccs3)c(-c3cccs3)[nH]2)cc1OC
-0.8%	7%	Cc1ccc(S(=O)(=O)Cc2ccc(C(=O)NCc3ccc4c(c3)OCO4)o2)cc1
-2.5%	-9%	CCC(=O)NCCc1cc2ccc(C)cc2[nH]c1=O
4.0%	/	O=C(CSc1c2c(nc3ccc(Cl)cc13)CCCC2)NCc1ccco1
7.7%	-5%	CCc1ccc(N2CC(C(=O)NCc3ccccc3OC)CC2=O)cc1 (stereo not given)
1.9%	-4%	CCC1CCc2c(sc(NC(=O)c3cccs3)c2C(N)=O)C1 (stereo not given)
0.4%	2%	COc1ccc(C(=O)N2CCN(Cc3cccc4ccccc34)CC2)cc1OC
0.7%	/	CSc1ccc(C(=S)N2CCN(Cc3ccccc3)CC2)cc1
1.2%	-1%	COC(=O)c1cc(C(=O)NCC2CCCO2)cc([N+](=O)[O-])c1 (stereo not given)
-1.6%	2%	CCN(CC)c1ccc(NC(=O)c2ccc3ccccc3c2)cc1
-2.3%	-4%	COc1ccc(-n2ccsc2=S)cc1
5.1%	2%	COc1cccc(NC(=O)c2ccc3ccccc3n2)c1
-0.6%	/	CC(=O)Nc1ccc(N2CCCCC2)c(C(=O)Nc2cccc(C)c2)c1
2.1%	-3%	Cc1ccc(S(=O)(=O)N(Cc2ccccc2)c2ccccc2C(=O)NCc2ccc(Cl)cc2)cc1
1.3%&-4.5%	-1%&4%	CCOC(=O)c1csc(NC(=O)c2cc(OC)c(OC)c(OC)c2)n1
-2.5%	4%	O=c1cc(O)nc(SCc2ccccc2)[nH]1
4.3%	0%	Cc1cccc(NC(=O)C(C)Oc2ccccc2)c1C (stereo not given)
-23%	6%	Cc1ccc(NC2c3ncccc3C(=O)N2C2CCCCC2)cc1C (stereo not given)
-17%	6%	COc1ccc(C2=C/C(=C/c3ccccc3OC)C(=O)O2)cc1
-8.1%	-4%	COc1ccccc1N1CCN(c2ncnc3c2oc2ccccc23)CC1
-2.0%	-3%	O=C(O)CC(NC(=O)OCc1ccccc1)c1ccccc1 (stereo not given)
1.2%	/	CC1CCN(c2ccc(NC(=S)NC(=O)c3ccc(-c4cccc([N+](=O)[O-])c4)o3)cc2)CC1
2.7%	1%	COc1ccc(OC)c(NC(=O)CN(c2ccc(Cl)cc2)S(C)(=O)=O)c1
-6.0%&-1.1%	1%&3%	COc1ccccc1OCCOc1ccccc1/C=N/n1cnnc1
0.1%	4%	N#C/C(C(=O)N1CCCCC1)=C1\Nc2ccccc2S1
0.1%	-9%	COc1ccccc1-n1c(CNC(=O)c2ccco2)nnc1SCC(=O)Nc1ccc(F)cc1
-0.4%	0%	COc1ccc(C(=O)Nc2ccccc2C)cc1OC
2.0%	-8%	CC1=C(C#N)C(C(F)(F)F)(C(F)(F)F)N=C(c2ccco2)N1
9.1%&-0.6%	2%&2%	O=C(Nc1ccccc1C(=O)O)c1ccc2ccccc2n1
-3.5%	-18%	COc1cc(S(=O)(=O)N(Cc2cccnc2)Cc2ccco2)ccc1-n1cnnn1
6.8%	/	O=Cc1ccc2oc3nc4n(c(=O)c3c(=O)c2c1)CCCS4
2.1%	-5%	CCN1CCCC1CNC(=O)CSc1cc(=O)n(C)c2cc(Cl)ccc12 (stereo not given)
-10%	0%	O=C(COc1ccccc1Cl)Nc1ccc2oc(-c3ccncc3)nc2c1
-3.8%	2%	CCC(=O)Nc1sc(Cc2ccccc2)c(C)c1C(N)=O
-1.9%	1%	COc1ccc(C2CC(c3cccs3)=NN2C(=O)CCC(=O)O)cc1 (stereo not given)
-1.5%	-8%	O=C(O)c1ccc(NS(=O)(=O)/C=C/c2ccccc2)cc1O
-4.0%	/	O=C(CCN1C(=O)CSC1=O)Nc1ccc(Br)cc1
5.1%	3%	C1CCC(OCCN2CCN(CCOC3CCCCC3)CC2)CC1
1.0%	-5%	CCc1ccc(NC(=O)CCn2c(=O)oc3ccccc32)cc1
-0.4%	1%	COc1ccc(C2=NN(C(=O)CCC(=O)O)C(c3ccc(C)cc3)C2)cc1 (stereo not given)
2.6%	-3%	C=CCSc1nc2ccccc2c(=O)n1Cc1ccccc1
-1.6%	-4%	COc1cc(C2CC(=O)c3cnc(NC(=O)COc4ccccc4)nc3C2)cc(OC)c1OC (stereo not given)
-0.2%	/	CN(Cc1ccccc1)S(=O)(=O)c1ccc(S(=O)(=O)N(Cc2ccc(F)cc2)C2CCCC2)cc1
5.9%	-6%	CCOC(=O)CNC(=O)CSc1ncnc2c1cnn2Cc1ccccc1
-5.3%	2%	CCOC(=O)c1ccc(NC(=S)NC(=O)c2ccco2)cc1
-4.0%	6%	COc1cc(NC(=O)c2ccc(F)cc2)cc(OC)c1
1.5%	0%	Cc1cc(C)nc(NS(=O)(=O)c2ccc(NC(=O)CSc3nccn3C)cc2)n1
3.3%	-4%	COc1ccc(OCCCN2CCCC2)cc1
0.4%	2%	C=CCN1C(=O)/C(=C/c2ccc(OC(=O)C34CC5CC(CC(C5)C3)C4)c(OC)c2)SC1=S
2.9%	-18%	O=C(NCc1ccco1)c1cnn2c1NC(c1ccc(Br)cc1)CC2C(F)(F)F (stereo not given)
2.4%	-1%	Cc1ccc2c(c1)-c1c(ssc1=S)C(C)(C)N2C(=O)CSc1nncn1C
3.7%&1.0%	-11%&0%	COc1ccc(OC)c(S(=O)(=O)N2CCN(C)CC2)c1
1.2%	/	CCOc1ccc(C(=O)OCC(=O)Nc2cc(C)on2)cc1OCC
0.9%	3%	COc1cccc(-c2nnc(NC(=O)/C=C/c3ccccc3)s2)c1
-1.3%	-4%	Cc1ccc(C)c(SCC(=O)Nc2nnc(-c3ccccc3)o2)c1

Arranged by molecular weight (smallest number first): four of the compounds above.
Hsp70 displacement	MKP-3 inhibition	compound
-4.0%	6%	COc1cc(NC(=O)c2ccc(F)cc2)cc(OC)c1
-5.3%	2%	CCOC(=O)c1ccc(NC(=S)NC(=O)c2ccco2)cc1
1.5%	0%	Cc1cc(C)nc(NS(=O)(=O)c2ccc(NC(=O)CSc3nccn3C)cc2)n1
-1.6%	-4%	COc1cc(C2CC(=O)c3cnc(NC(=O)COc4ccccc4)nc3C2)cc(OC)c1OC (stereo not given)

Other entries.
Hsp70 displacement	MKP-3 inhibition	compound
0.6%	-1%	CN1CCN(C(=O)c2ccc(COc3ccc(Cl)cc3Cl)cc2)CC1
1.3%	-10%	CN(C)CCCNC(=O)C(F)(F)C(F)(F)C(F)(F)C(F)(F)C(F)(F)Cl
-1.7%	-8%	Cn1c(=O)[nH]c(=O)c2c1nc(N1CCN(c3ccccc3)CC1)n2CCSc1ncccn1
0.8%	/	O=C(NNC(=S)Nc1cccc2ccccc12)c1cccc(Br)c1
-4.9%	-4%	Cc1ccc(S(=O)(=O)N2CCOCC2)cc1C(=O)NCc1ccco1
4.5%	-13%	COc1ccc(OC)c(C(=O)CSc2nnc(-c3cccs3)o2)c1

Screening results as filed in PubChem BioAssay.
